# High-throughput results (PubChem BioAssay)
# M. tuberculosis GlmU: inhibition of mycobacterial GlmU enzyme – biochemical, glucosamine-1-phosphate acetyltransferase (AID 1376) | 0.25% of 220,000 active | inhibition, %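 (tested at 30 µM in the primary screen)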, or IC50 in µM where a hit was titrated | M. tuberculosis GlmU acetyltransferase enzyme assay; higher % means a stronger effect; in the data active = inhibition above about 13%; inconclusive = no clear call, values can overlap the other calls;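 note: 0% = complete reaction with vehicle and 100% = reaction without substrate; strong numbers were not always called active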
# Mtb RmlCD inh: inhibitors of Mycobacterium tuberculosis RmlC and RmlD coupled enzymes; RmlC+RmlD coupled enzyme assay, percent inhibition; primary screen in compound mixtures; inhibition, % at 3.6 µM; 0.03% of 160,000 active; AID 1533; in the data active = inhibition mostly above about 34%, no sharp cut-off; inconclusive = no clear call, values can overlap the other calls; inactive = mostly below about 22%; note: some results filed as inactive read as strong as hits
# Target sequence (P9WH09 whole entry, looked up): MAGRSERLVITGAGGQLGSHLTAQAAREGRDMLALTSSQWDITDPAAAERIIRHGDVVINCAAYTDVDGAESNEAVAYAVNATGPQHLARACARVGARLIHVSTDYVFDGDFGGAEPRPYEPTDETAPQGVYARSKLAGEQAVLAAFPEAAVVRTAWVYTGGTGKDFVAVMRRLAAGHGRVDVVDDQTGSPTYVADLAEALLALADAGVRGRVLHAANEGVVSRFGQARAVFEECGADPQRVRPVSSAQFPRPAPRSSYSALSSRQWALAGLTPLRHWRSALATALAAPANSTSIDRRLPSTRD
# Target sequence (P9WH11 whole entry, looked up): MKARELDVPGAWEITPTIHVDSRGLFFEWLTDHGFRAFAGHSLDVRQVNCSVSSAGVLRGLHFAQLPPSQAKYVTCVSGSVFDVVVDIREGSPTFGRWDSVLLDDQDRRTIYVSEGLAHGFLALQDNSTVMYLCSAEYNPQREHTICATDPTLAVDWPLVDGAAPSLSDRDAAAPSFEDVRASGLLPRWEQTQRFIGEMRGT
# * = called active by the depositor; ? = inconclusive; / = not tested or not shown.
# Preview (5 entries):
SMILES,M. tuberculosis GlmU,Mtb RmlCD inh
COc1ccc(/C(C)=N/N=C2/NC(=O)CC(C(=O)O)S2)cc1F (stereo unspecified),-2.4%,7.4
C/C(CC(=O)Nc1ccc(Cl)c(C(F)(F)F)c1)=N\NC(=O)c1cc2ccccc2cc1O,1.1%,/
O=S(=O)(c1cccc(-c2cn3cc(Cl)ccc3n2)c1)N1CCOCC1,3.7%,-0.7
O=C(COC(=O)c1ccc2ccccc2n1)Nc1cccc(S(=O)(=O)NC2=NCCCCC2)c1,1.1%,2.8
O=C(NC1CCCCC1)c1ccc(COCC(F)(F)F)o1,-1.2%,/

# Main list (from the top)
SMILES,M. tuberculosis GlmU,Mtb RmlCD inh
COc1ccc(/C(C)=N/N=C2/NC(=O)CC(C(=O)O)S2)cc1F (stereo unspecified),-2.4%,7.4
C/C(CC(=O)Nc1ccc(Cl)c(C(F)(F)F)c1)=N\NC(=O)c1cc2ccccc2cc1O,1.1%,/
O=S(=O)(c1cccc(-c2cn3cc(Cl)ccc3n2)c1)N1CCOCC1,3.7%,-0.7
O=C(COC(=O)c1ccc2ccccc2n1)Nc1cccc(S(=O)(=O)NC2=NCCCCC2)c1,1.1%,2.8
O=C(NC1CCCCC1)c1ccc(COCC(F)(F)F)o1,-1.2%,/
Cc1cc(-c2n[nH]c(=S)n2/N=C/C(Br)=C/c2ccccc2)n[nH]1,8.2%,5.8
O=C(N[C@@H](Cc1ccccc1)C(=O)OCC(=O)N1CCOCC1)c1cccs1,-0.4%,14.8
COc1ccc(Cl)cc1NC(=S)NCc1ccco1,1.2%,/
Cc1cc(NC(=S)Nc2cccnc2)ccc1Br,1.3%,36.2
c1ccc(N=Nc2cn[nH]c2-c2ccco2)cc1,-7.3%,8.3
Cc1nc2scc(-c3cccs3)c2c(=O)n1CC(=O)O,0.3%,/
COc1ccc(OCC(=O)N2c3ccccc3CCc3ccccc32)cc1,2.3%,/
CN(C)c1ccc(/C=c2\sc3n(c2=O)CCCN=3)cc1,-0.6%,9.5
O=C(NCc1ccco1)c1ccccc1Nc1ccc(F)cc1,-5.5%,-7.2
COc1ccc(CN2CCCCC2C)cc1OC (stereo unspecified),1.4%,/
CCOc1ccc(NC(=O)CSc2nnc(CCNC(=O)c3ccc(OC)cc3)n2C)cc1,2.0%,/
Cc1ccc(N2C(=O)C(CN3CCCCC3)C2c2ccccc2)cc1 (stereo unspecified),6.1%,26.2
NCCCC[C@H]1CNC(=S)N1CCc1cccc(F)c1,-1.2%,/
COCCNC(=O)Nc1ccc(F)cc1,0.5%,-2.3
O=C(Nc1cccn2ncnc12)C(Cl)Cl,/,-4.8
CCCc1cc(-c2n[nH]c(C)c2-c2ccc(C(=O)OCC)o2)c(O)cc1O,2.7%,/
CC(C)(C)NC(=O)CN(Cc1cccs1)C(=O)C1COc2ccccc2O1 (stereo unspecified),-3.3%,/
CN(C)Cc1c(C#N)c2ccccc2n1C,5.1%,-2.9
Cc1ccc2[nH]c(=O)c(CN(CCN3CCOCC3)C(=O)Nc3ccccc3F)cc2c1,0.6%,/
C=CCNc1nc(Nc2ccc([N+](=O)[O-])cc2)nc(OC)n1,2.4%,-3.6
CC1(C)COC(c2cccc(C3=NC(C)(C)CO3)n2)=N1,-6.2%,-0.4
Cc1ccc(NC(=O)Nc2ncnc3nc[nH]c23)cc1,4.7%,-11.8
CCOc1ccc(-c2noc(CCC(N)=O)n2)cc1OCC,1.1%,/
CCN(CC)S(=O)(=O)c1cccc(C(=O)OCC(=O)Nc2ccc3c(c2)c2ccccc2n3CC)c1,3.3%,-8.8
Cc1ccc(S(=O)(=O)NCC(=O)NC2CCCC2)cc1,0.6%,/
CCCSc1ncnc2sc(C)c(C)c12,4.6%,-10.0
Cc1cc(/C=C2/C(=N)N3C(c4ccccc4)=CSC3=NC2=O)c(C)n1-c1ccccc1,-4.3%,?
Cc1nc(C)n(CC(O)COc2ccc3c(c2)CCC3)n1 (stereo unspecified),1.4%,2.6
Cc1cc(NC(NC(=O)c2ccco2)(C(F)(F)F)C(F)(F)F)no1,2.8%,-9.3
COc1cc(-c2nnc(SCc3ccccc3Cl)o2)cc(OC)c1OC,10.2%,/
COc1ccc(OC)c2[nH]c(=O)c(CCNC(=O)CC(C)C)cc12,-1.1%,23.4
O=[N+]([O-])c1ccc(O)c(NC(=S)Nc2ccccc2)c1,1.6%,-4.1
Cc1nc2ccc(NC(=O)N3CCOCC3)cc2s1,-3.7%,/
COC(=O)C(C)N(C#N)c1nc(C)nc(C)n1 (stereo unspecified),1.0%,9.1
O=c1[nH]nc2n1CCCCC2,-0.4%,/
N=C(N)SCc1nc2ccccn2c1Br,0.7%,/
COc1ccc(N2C(=S)NC3N2C(=S)NC3(C)c2ccccc2)cc1 (stereo unspecified),-4.0%,9.0
COc1ccccc1NC(=O)/C(=C/c1cccs1)NC(=O)c1ccco1,1.4%,-12.2
Cn1nc(-c2ccccc2)c(C(=O)NCC(=O)O)c1Cl,-2.6%,-8.1
CCOC(=O)CC1=C(C(=O)OCC)C2(C(=O)N1CC(=O)OC)C(C#N)=C(N)Oc1ccccc12 (stereo unspecified),3.4%,-2.2
Cc1cc(C(=O)NCC(=O)OCC(=O)N(C(C)C)C(C)C)ccc1[N+](=O)[O-],-2.8%,-6.5
O=C(Nc1ccc(N2CCOCC2)cc1)c1ccc(Cl)nc1,1.6%,-5.7
CCCCCC(=O)NC(=S)Nc1ccc(Cl)cn1,-5.9%,1.8
CCCCOc1ccc(CCC(=O)N/N=C/c2ccco2)cc1,0.4%,7.8
O=C1NC(c2ccccc2)C(C(=O)c2cccs2)C(O)(C(F)(F)F)N1 (stereo unspecified),-6.7%,99.8
Cc1ccc(N2C(=O)C(NC(=O)c3c(F)cccc3F)(C(F)(F)F)C3=C2CC(C)(C)CC3=O)cc1 (stereo unspecified),-4.5%,-1.0
COC(=O)C1=C(N)Oc2cc(C)oc(=O)c2C12C(=O)Nc1ccccc12 (stereo unspecified),-5.2%,-10.9
O=C(N/N=C/c1ccc(-c2ccc([N+](=O)[O-])cc2)o1)C(O)c1ccccc1 (stereo unspecified),-5.8%,-6.5
Cc1cc(C)cc(OCC(=O)OCC(=O)Nc2c(C)n(C)n(-c3ccccc3)c2=O)c1,-2.9%,-6.0
C=CCN(c1ccccc1)S(=O)(=O)c1cccc(C(=O)OCC(=O)NC2CC2)c1,-2.9%,-3.7
CCCOc1nc2c(c(=O)n(C)c(=O)n2C)n1Cc1cccc2ccccc12,-3.3%,-0.3
CCCc1cc(=O)[nH]c(SCCCCN2C(=O)c3ccccc3C2=O)n1,-0.7%,1.6
COc1ccc(NC(=S)NNS(=O)(=O)c2ccc3ccccc3c2)c(OC)c1,0.8%,/
Cc1ccc(O)c(C2=NNC(O)(C(F)(F)F)C2)c1 (stereo unspecified),-0.8%,/
CCC(=NCCCN1CCOCC1)c1c(O)n(Cc2ccccc2)c(=O)[nH]c1=O,0.4%,/

# One compound at a time, from the list above. Order of screens: M. tuberculosis GlmU	Mtb RmlCD inh
# CCC(=NCCCN1CCOCC1)c1c(O)n(Cc2ccccc2)c(=O)[nH]c1=O as listed: 0.4%	/
# CCCOc1nc2c(c(=O)n(C)c(=O)n2C)n1Cc1cccc2ccccc12 as listed: -3.3%	-0.3
# Cc1ccc(N2C(=O)C(NC(=O)c3c(F)cccc3F)(C(F)(F)F)C3=C2CC(C)(C)CC3=O)cc1 (stereo unspecified) as listed: -4.5%	-1.0

# The list goes on.
SMILES,M. tuberculosis GlmU,Mtb RmlCD inh
Cc1ccc(C(=O)Nc2ccc3c(c2)OCO3)cc1S(=O)(=O)N1CCCCC1,0.7%,-5.8
CC1CN(S(=O)(=O)c2cccc(-c3cn4ccccc4n3)c2)CC(C)O1 (stereo unspecified),0.7%,/
CCCn1nnc(NC(=O)c2ccc(F)cc2)n1,-7.2%,/
Cc1ccc(CNC(=O)CSCc2cccc(F)c2)cc1,-1.0%,6.6
COc1ccc(C2CC(=O)C(C=NCCCN3CCOCC3)=C(O)C2)cc1 (stereo unspecified),-5.7%,-3.5
CCc1nnc(NC(=O)c2csc3c2CCC(C)C3)s1 (stereo unspecified),2.3%,4.8
COc1ccc(C2C(C(C)=O)=C(O)C(=O)N2c2cccnc2)cc1OC (stereo unspecified),1.9%,7.2
O=C(Nc1cccn(Cc2ccc(F)cc2)c1=O)NC1CCCCC1,1.7%,-1.5
C=CCC1C=C(Cc2ccccc2)CC(CC=C)N1 (stereo unspecified),-3.4%,-16.5
COc1cccc(N2C(=O)CC(c3c[nH]c4ccccc34)C2=O)c1 (stereo unspecified),-4.0%,1.0
COc1ccc(N2CCN(C(=O)CCc3c[nH]c4ccccc34)CC2)cc1,2.0%,-13.4
CCn1cc(CNC(=O)c2cc(-c3cc(OC)ccc3OC)nc3ccccc23)c(C)n1,3.5%,-11.1
Cc1cc(C(C)(C)C)cc(S(=O)(=O)NCCO)c1C,0.5%,6.8
CCN(CC)S(=O)(=O)c1ccc(/C(O)=C(\C#N)c2nc3ccccc3n2C)cc1,-6.5%,/
Cc1ccc(Cl)cc1NC(=O)CC(O)(C(F)(F)F)C(F)(F)F,-3.1%,/
CCc1cc(=O)oc2cc(C)cc(OC(=O)c3ccco3)c12,5.0%,6.8
C=CCn1c(-c2ccc(OC)cc2)csc1=Nc1c(C)n(C)n(-c2ccccc2)c1=O,0.3%,3.4
Cn1c(C(=O)O)c(CC(=O)Nc2ccc3c(c2)OCCO3)c2ccccc21,5.0%,-5.9
COc1ccccc1CC(=O)N1CCCC(CCC(=O)NCc2ccccc2F)C1 (stereo unspecified),0.6%,/
COC(C/C=C/[C@H](O)COCc1ccccc1)OC,-3.7%,/
Cc1cccc2cc(CN(CC3CCCO3)C(=O)c3ccco3)c(=O)[nH]c12 (stereo unspecified),2.0%,3.4
COC(=O)COc1ccc(S(=O)(=O)NCCC2=CCCCC2)cc1C,-2.2%,-7.6
CC(=O)NCCc1nc2ccccc2n1Cc1cc(C)ccc1C,4.6%,?
COc1ccc(CNC(=O)C2CCCN2C(=O)NC2CCCCC2)cc1 (stereo unspecified),-0.8%,7.9
COc1ccc(/C=N/NC(=O)Nc2cccc3nsnc23)cc1OC,2.1%,24.4
O=C(NCCc1ccccc1)C(NS(=O)(=O)c1cccc2nsnc12)c1ccccc1 (stereo unspecified),2.1%,/
Cc1ccc(NC(=O)/C(=C\c2ccccc2)NC(=O)c2ccco2)cc1,0.6%,44.0
CCn1ncc(/C=C/C(=O)Nc2c(C)nn(Cc3ccc(Cl)cc3Cl)c2C)c1C,2.8%,/
COc1ccc(N=C(C)C2=C(O)COC2=O)cc1,2.7%,-4.9
O=C1/C(=C/c2cccc(Cl)c2)CSc2sccc21,-2.9%,-9.8
C=CCN1CN=C(NS(=O)(=O)c2ccc(NC(C)=O)cc2)NC1,1.9%,-6.2
CCOC(=O)NC1(NC2CCCCC2)Oc2ccccc2O1,8.2%,11.5
COc1ccc(-c2csc(C3=C(O)CN(Cc4ccc(Cl)cc4)C3=N)n2)cc1OC,1.0%,/
Cc1nc(SCC(=O)c2ccc(Cl)s2)c2oc3ccccc3c2n1,3.5%,3.9
O=C(OCC(=O)N1CCCc2ccccc21)C1CCN(S(=O)(=O)c2cccs2)CC1,-7.8%,13.5
C/C=C/C(=O)Nc1nnc(C(C)C)s1,-6.6%,-10.8
O=C(CSC1=NCCS1)Nc1cccc(F)c1,0.3%,-13.0
O=C(N/N=C/c1ccccn1)c1cccs1,1.4%,-10.3
CCN(CC)C(=O)Cn1cc(SCC(=O)NCc2ccco2)c2ccccc21,7.9%,4.1
Cc1sc2nc(SCC(=O)C(C)(C)C)n(Cc3ccco3)c(=O)c2c1C,2.8%,-59.4
COc1cccc(-c2cc(C(=O)Nc3cc(C)nn3-c3ccccc3)no2)c1,-5.4%,0.8
COc1ccc(CCNC(=O)C(CC(C)C)NC(N)=O)cc1 (stereo unspecified),3.0%,3.9
O=C(Cn1[nH]c(=O)c2ccccc2c1=O)Nc1cccc(S(=O)(=O)N2CCCCCC2)c1,2.6%,10.3
COc1cccc(C2=CC(c3ccccc3)n3ncnc3N2)c1 (stereo unspecified),2.8%,/
O=S(=O)(c1ccc(N2CC=C(c3ccccc3)CC2)nc1)N1CCCC1,2.8%,8.0
CC1=C(/C=C/C(=O)O)C(C)(C)CCC1,1.8%,6.0
CCN(Cc1cc(=O)[nH]c2ccccc12)C(=O)c1ccc(C)cc1,-10.1%,6.7
Cn1c(=O)c2c(ncn2CC(=O)N/N=C/C(Br)=C/c2ccccc2)n(C)c1=O,-5.3%,-5.4
Cn1c(Cn2c(=O)sc3ccccc32)nnc1SCC(=O)NCc1ccc2c(c1)OCO2,/,0.6
CS(=O)(=O)N(Cc1ccc(C(=O)NCCSCc2ccco2)cc1)c1ccccc1,1.3%,/
COc1ccc(NS(=O)(=O)c2cccc(C(=O)N/N=C/c3ccccn3)c2)cc1,1.1%,10.1
CCOC(=O)c1[nH]nc(-c2c(O)cc(C)cc2O)c1-c1csc(C)n1,-2.2%,-1.7
CC[C@@H]1CC=C[C@H]2[C@H]1C(=O)N(Cc1ccccc1)[C@H]2c1ccoc1,5.5%,-8.7
COc1ccc(OC)c(-c2cc(C(=O)Nc3c(C)n(C)n(-c4ccccc4)c3=O)no2)c1,-1.4%,/
COc1ccc(OCC(=O)Nc2ccc(N3CCOCC3)cc2)c([N+](=O)[O-])c1,-1.6%,1.0
S=C1NCCNC(=S)NCCOCCOCCOCCN1,2.0%,4.1
O=C(COC(=O)CNC(=O)C1CCCCC1)Nc1ccc2c(c1)OCCO2,5.9%,4.2

# Among those listed so far, 4 have bromine:
SMILES,M. tuberculosis GlmU,Mtb RmlCD inh
Cc1cc(-c2n[nH]c(=S)n2/N=C/C(Br)=C/c2ccccc2)n[nH]1,8.2%,5.8
Cc1cc(NC(=S)Nc2cccnc2)ccc1Br,1.3%,36.2
N=C(N)SCc1nc2ccccn2c1Br,0.7%,/
Cn1c(=O)c2c(ncn2CC(=O)N/N=C/C(Br)=C/c2ccccc2)n(C)c1=O,-5.3%,-5.4

# This is a subset. The share of hits here may be higher or lower than overall.
